SENP6 inh – SENP6 protease inhibitors, primary screen, biochemical, luminescence, uHTS; inhibition, % at 10 µM; Recombinant SENP6 catalytic domain, aminoluciferin luminescence; hit rate 1.8% among 330,000;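 active = inhibition above about 50% at the single tested dose, limit read from the data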;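 also: plate controls were DMSO wells with enzyme for no effect and DMSO wells lacking enzyme for full effect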
SENP7 block – SENP7 protease inhibitors, primary screen, biochemical, luminescence, uHTS | Sentrin-specific protease 7 (Homo sapiens), Q9BQF6 | recombinant SENP7, Z-RLRGG-aminoluciferin luminescence, 40 min | inhibition, % at 5 µM | hit rate 1.5% among 330,000;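 active = inhibition above about 50% at the single test dose, limit read from the data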;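 also: plate controls were DMSO with enzyme for no effect and no enzyme buffer wells for full effect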
SENP8 block-1 – human SENP8 protease inhibitors, primary screen, biochemical, fluorescence, Nedd8 protein substrate, uHTS | AID 602440, 2012 | inhibition, % at 20 µM | hit rate 0.64% among 360,000 | recombinant SENP8; in the data active = inhibition mostly above about 40%, no sharp cut-off; inactive = mostly below about 27%
Target sequence (Q96LD8 whole entry, looked up): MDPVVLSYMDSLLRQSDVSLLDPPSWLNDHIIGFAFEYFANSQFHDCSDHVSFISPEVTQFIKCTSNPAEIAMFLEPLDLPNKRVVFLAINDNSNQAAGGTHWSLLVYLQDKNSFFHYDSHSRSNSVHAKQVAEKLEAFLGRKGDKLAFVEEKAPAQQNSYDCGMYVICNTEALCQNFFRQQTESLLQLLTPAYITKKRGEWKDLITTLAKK
UBC13 inh – UBC13 polyubiquitin chain formation inhibitors, primary screen, biochemical, TR-FRET, uHTS; Ubiquitin-conjugating enzyme E2 N (Homo sapiens), P61088; AID 485273, 2010; hit rate 0.47% among 330,000; inhibition, % at 20 µM; in the data active = inhibition above about 45%, passing the limit was not always enough
Target sequence (P61088 whole entry, looked up): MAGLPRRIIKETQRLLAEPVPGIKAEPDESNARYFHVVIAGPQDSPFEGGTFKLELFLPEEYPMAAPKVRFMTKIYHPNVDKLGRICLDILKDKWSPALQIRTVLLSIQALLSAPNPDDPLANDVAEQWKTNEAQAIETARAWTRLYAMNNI
SENP1 inh – human SENP1 catalytic domain inhibitors, primary screen, biochemical, FRET, uHTS; Sentrin-specific protease 1 (Homo sapiens), Q9P0U3; recombinant SENP1 catalytic domain, CyPet-SUMO1-YPet FRET cleavage; inhibition, % at 10 µM; hit rate 0.21% among 360,000;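 active = inhibition at least 30% at 10 µM, raw YFP signal under a set limit, fluorescence ratio 0.5 to 1.5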;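 also: 0% = enzyme with DMSO and 100% = no enzyme wells; some results filed as inactive read as strong as hits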
Target sequence (Q9P0U3 419-644 limits assumed): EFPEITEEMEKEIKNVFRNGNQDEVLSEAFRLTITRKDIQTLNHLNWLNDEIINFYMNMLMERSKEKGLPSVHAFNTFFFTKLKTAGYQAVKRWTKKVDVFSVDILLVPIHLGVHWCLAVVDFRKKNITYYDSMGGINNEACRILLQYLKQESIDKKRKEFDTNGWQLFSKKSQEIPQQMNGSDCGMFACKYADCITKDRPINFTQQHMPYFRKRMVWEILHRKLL
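System: Recombinant human SENP1 catalytic domain, His6-tagged | Incubation: Enzyme reaction for 50 min at room temperature, dark | Medium: Tris pH 8 with BME, BSA, NP40 and catalase | Also added: 25 nM SUMO1 FRET substrate | Compound: 10 µM single point, 0.5% DMSO | Measured by: FRET fluorescence in CFP and YFP emission channels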
SENP8 block-2 – SENP8 protease inhibitors, primary screen, biochemical, luminescence; Sentrin-specific protease 8 (Homo sapiens), Q96LD8; purified SENP8, Z-RLRGG-aminoluciferin cleavage; inhibition, % at 10 µM; hit rate 1.2% among 330,000; AID 2540, 2010; in the data active = inhibition above about 50%
A3G deaminase – APOBEC3G DNA deaminase inhibitors, primary screen, biochemical, fluorescence, single-stranded DNA substrate, uHTS; recombinant A3G, ssDNA deamination FAM/TAMRA fluorescence; hit rate 0.28% among 330,000; inhibition, % at 20 µM;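 active = inhibition of at least 40% at 20 µM, with no more than 30% in the related APOBEC3A deaminase screen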;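 also: plate controls were DMSO wells with A3G for no effect and wells lacking A3G enzyme for full effect; some compounds called inactive have numbers as strong as hits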
Target sequence (Q9HC16 whole entry, looked up): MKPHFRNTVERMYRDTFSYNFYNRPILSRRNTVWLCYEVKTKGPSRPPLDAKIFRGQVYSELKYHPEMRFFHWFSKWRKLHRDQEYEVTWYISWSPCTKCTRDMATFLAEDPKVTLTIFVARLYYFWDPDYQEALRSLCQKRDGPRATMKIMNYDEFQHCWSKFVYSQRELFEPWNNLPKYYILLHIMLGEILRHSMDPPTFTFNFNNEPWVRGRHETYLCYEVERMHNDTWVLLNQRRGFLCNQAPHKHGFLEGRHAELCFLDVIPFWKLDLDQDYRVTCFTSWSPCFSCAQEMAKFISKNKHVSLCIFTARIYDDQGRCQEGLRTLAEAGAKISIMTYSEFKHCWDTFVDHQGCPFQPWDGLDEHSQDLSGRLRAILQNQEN
Apaf-1 inh – inhibitors of human Apaf-1 apoptosome, primary screen, biochemical, DEVD-Rh110 fluorescence, uHTS; Apoptotic protease-activating factor 1 (Homo sapiens), O14727; reconstituted apoptosome caspase-3 activity; inhibition, % at 20 µM; hit rate 0.71% among 330,000; AID 489030, 2010; active = inhibition of at least 40% at 20 µM;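 also: plate controls were DMSO wells for no effect and DEVD-CHO caspase inhibitor wells for full effect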
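detection = Rh110 fluorescence intensity | test system = biochemical Apaf-1 apoptosome reconstitution | also added = cytochrome c and DEVD-Rh110 substrate | schedule = 30 min plus 50 min, RT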
Active calls of the source: *; i = inactive; . = not tested or not shown.

Every second line gives: SENP6 inh, SENP7 block, SENP8 block-1, UBC13 inh, SENP1 inh, SENP8 block-2, A3G deaminase, Apaf-1 inh
> CC(C)CCn1c(=O)c(C(=O)N/N=C/c2cccc(F)c2)c(O)c2ccccc21
  -14, -2, -5, -27, 2, -8, -7, 13
> Cc1onc(-c2ccccc2Cl)c1C(=O)N1CCCCC1C (stereo not drawn)
  -10, -13, 21, -5, -1, -9, -10, 1
> Cc1c(C#N)c(N)nc2c3c(sc12)NC(=O)CC3c1ccc(F)cc1 (stereo not drawn)
  1, -4, -230, 26, -14, -8, -5, 0
> Cc1ccc(NC(=O)CC(=O)c2ccc([N+](=O)[O-])cc2)cc1S(=O)(=O)Nc1cccc(Cl)c1
  -9, 6, 2, -19, 4, 1, -4, 13
> COc1ccc(NC(=O)N(Cc2cccs2)Cc2cc3cc4c(cc3[nH]c2=O)OCO4)cc1
  -4, -3, ., -6, ., -2, -2, 7
> CCOc1ccc(N=c2oc3cc(O)ccc3cc2C(=O)NCC2CCCO2)cc1 (stereo not drawn)
  2, -5, -286, 11, -30, -6, -8, -16
> Cc1nn(-c2ccccc2)c2c1C(c1ccc(F)cc1F)C(C#N)=C(N)O2 (stereo not drawn)
  14, 7, 0, 11, -1, 1, -1, 5
> COc1ccc(/C=C/C(=O)OCc2csc(-c3ccccc3)n2)cc1OC
  -17, -7, -210, -7, 1, -19, -3, 19
> Cc1csc(NC(=O)c2nc3nc(C)cc(C)n3n2)n1
  0, 11, 21, -9, -2, 1, 2, -2
> Cc1cccc2cc(COC(=O)C3CCCCC3)c(=O)[nH]c12
  -8, 3, -66, 3, 0, -3, -7, 8

Every second line gives: SENP6 inh, SENP7 block, SENP8 block-1, UBC13 inh, SENP1 inh, SENP8 block-2, A3G deaminase, Apaf-1 inh
> Clc1ccc(-c2cc(COc3ccccc3)on2)cc1
  -20, -4, 7, 1, 1, -19, -4, 5
> CCn1cc(C(=O)NCC2CCCO2)c(=O)c2cc(S(=O)(=O)N(C)C3CCCCC3)ccc21 (stereo not drawn)
  0, -13, 7, 1, 1, -16, -4, 4
> Cn1nc(-c2ccc(C(=O)Nc3cccc(Cl)c3)cc2)c2ccccc2c1=O
  4, 3, 20, 2, 1, 3, -5, 22
> Cc1ccccc1C(=O)c1cccn1CC(=O)NCc1ccc(F)cc1
  26, -1, 11, 0, -1, 6, -4, 8
> CCOC(=O)c1nn(-c2cccc(Cl)c2)c2nc(CC(C)C)c(C#N)c(=O)n12
  8, 7, -258, -4, 0, -2, -6, 21
> C=CCn1c(COc2cc(C)ccc2C(C)C)nnc1SCC(=O)c1c(N)n(C)c(=O)n(C)c1=O
  -6, -8, 28, 7, 1, -12, -4, 7
> CCOC(=O)CSC1=Nc2ccccc2C2=NC(CC(=O)NCc3ccc(OC)cc3)C(=O)N12 (stereo not drawn)
  8, 6, -102, -2, 7, -1, -3, 15
> CCc1nn(CC(=O)NCCc2ccc(Cl)cc2)c(=O)c2cccn12
  -5, -11, 11, -5, 2, -14, -1, -4
> COc1ccc(Cl)cc1C(=O)NNC(=S)NC(=O)c1cc(-c2ccccc2)nc2ccccc12
  0, -3, 24, -9, 1, -4, -4, -5
> Cc1ccc2c(c1)CCCN2C(=O)c1ccco1
  4, 6, 10, 1, -2, 1, -4, -5

Retrieved by structure from above:
Every second line gives: SENP6 inh, SENP7 block, SENP8 block-1, UBC13 inh, SENP1 inh, SENP8 block-2, A3G deaminase, Apaf-1 inh
> COc1ccc(/C=C/C(=O)OCc2csc(-c3ccccc3)n2)cc1OC
  -17, -7, -210, -7, 1, -19, -3, 19
> CCc1nn(CC(=O)NCCc2ccc(Cl)cc2)c(=O)c2cccn12
  -5, -11, 11, -5, 2, -14, -1, -4

Ordered by value in SENP1 inh (rising): 5 of the compounds above.
Molecule,SENP1 inh
Cc1ccccc1C(=O)c1cccn1CC(=O)NCc1ccc(F)cc1,-1
CCOC(=O)c1nn(-c2cccc(Cl)c2)c2nc(CC(C)C)c(C#N)c(=O)n12,0
CCn1cc(C(=O)NCC2CCCO2)c(=O)c2cc(S(=O)(=O)N(C)C3CCCCC3)ccc21 (stereo not drawn),1
CCc1nn(CC(=O)NCCc2ccc(Cl)cc2)c(=O)c2cccn12,2
CCOC(=O)CSC1=Nc2ccccc2C2=NC(CC(=O)NCc3ccc(OC)cc3)C(=O)N12 (stereo not drawn),7

Later entries.
Every second line gives: SENP6 inh, SENP7 block, SENP8 block-1, UBC13 inh, SENP1 inh, SENP8 block-2, A3G deaminase, Apaf-1 inh
> O=C(O)c1ccccc1C(=O)NCCc1ccc(Cl)cc1
  -3, 5, -1, 1, 1, 12, -4, -15
> O=C(N/N=C/c1c(Cl)[nH]c2ccccc12)c1ccc2c(c1)OCCO2
  -18, 4, -112, 4, 0, -2, -6, -11
> CNC(=S)N/N=C(\C)c1cccc(C(F)(F)F)c1
  -20, 4, 10, 8, 0, -3, -3, -5
> N#C/C(=C\c1cccc([N+](=O)[O-])c1)C(=O)Nc1cccnc1
  -11, 0, 12, 14, 1, 0, -10, -11
> CC(NC(=O)Nc1ccc(F)cc1F)c1ccc2c(c1)OCO2 (stereo not drawn)
  6, 4, 3, 4, 0, -4, -4, -6
> CCc1cccc(CC)c1NC(=S)NCCc1c(C)[nH]c2ccccc12
  -8, -4, 9, 10, -1, 7, -6, 4
> Cc1csc2c(N3CCN(C(=O)c4ccc(C(C)(C)C)cc4)CC3)ncnc12
  -30, 1, 40*, 4, -2, -15, -10, 22
> Cc1nc2c(oc3ccc(Cl)cc32)c(=O)[nH]1
  -4, -4, 9, -8, 7, -6, 1, -2
> O=C(CN1CCOCC1)Nc1cccc([N+](=O)[O-])c1
  -9, -7, 19, 0, 1, 3, -4, -18
> Cc1cccc(C)c1NC(=O)CNC(=O)c1c(-c2ccccc2)noc1C
  -11, -11, 4, -11, 3, -11, -6, 5

Every second line gives: SENP6 inh, SENP7 block, SENP8 block-1, UBC13 inh, SENP1 inh, SENP8 block-2, A3G deaminase, Apaf-1 inh
> COc1ccc(NC(=O)C2CC(=O)N/C(=N/N=C/c3ccco3)S2)cc1 (stereo not drawn)
  -8, -5, 9, 0, 1, -3, -7, -26
> COc1cccc(NC(=O)Cc2cn(C)c3ccccc23)c1
  -6, 0, 17, 9, 1, -1, -6, -2
> Brc1ccc(CNCc2cccs2)cc1
  -13, -11, 7, -3, 0, -7, -5, 10
> CC(C)Sc1ncnc2c1oc1ccccc12
  -4, 0, 4, 14, 0, -5, -7, -13
> CCOC(=O)c1cc(S(=O)(=O)NCC2CCN(Cc3cccc(C)c3)CC2)cn1C
  -9, -16, 10, 0, -8, -15, -7, -1
> COc1ccc(C2CC(=O)c3cnn(-c4nc(C)cc(C)n4)c3C2)cc1 (stereo not drawn)
  -3, -6, 4, 12, 2, -1, -10, -8
> CC1C(=O)N2CCCc3cc(S(=O)(=O)NCc4ccccc4Cl)cc1c32 (stereo not drawn)
  -12, -4, 3, 7, -3, 5, -6, 4
> O=C(Nc1ccccc1)C1=C[C@@H](c2coc3ccccc3c2=O)C[C@@H](OCCCCO)O1
  3, -6, 2, 9, 2, -3, -3, 1
> S=C(NNC(=S)NC1CC2C=CC1C2)NC1CC2C=CC1C2 (stereo not drawn)
  -29, 7, 6, -17, 1, -6, 8, 3
> CC(C)(C)C(=O)NCCc1nc(-c2ccccc2)no1
  6, -3, 16, -4, 4, 5, -8, -4

Every second line gives: SENP6 inh, SENP7 block, SENP8 block-1, UBC13 inh, SENP1 inh, SENP8 block-2, A3G deaminase, Apaf-1 inh
> O=C1/C(=C/c2cccc3ccccc23)CCCc2ccccc21
  -25, -1, 15, -10, 1, -7, -1, 26
> COCC(C)NC(=S)N1CCN(c2ccccc2Cl)CC1 (stereo not drawn)
  -13, 12, 7, -2, 1, 5, 10, 2
> O=C(COC(=O)Cc1cccs1)NCc1ccc(F)cc1
  3, -2, 2, -3, 3, -5, -4, -10
> CNCC(O)Cn1c(C(F)(F)F)nc2ccccc21 (stereo not drawn)
  -15, 3, 16, 1, 0, -1, 0, 2
> CN(C)CCCN1C(=O)C(=O)/C(=C(/O)c2ccncc2)C1c1cccc(Br)c1 (stereo not drawn)
  12, 1, 34, -3, -1, 5, -1, 0
> CC(=O)c1cccc(NC(=O)N2CCC(c3nnc(SCC(N)=O)n3C)CC2)c1
  -6, 8, 13, 3, 0, 3, 3, -2
> O=C1C=C(c2ccc(OC(F)(F)F)cc2)C[C@@H](c2ccc(Cl)cc2)C1
  -42, -6, 8, -5, 1, -13, -12, 37
> Cc1ccc(F)cc1NC(=O)/C=C/c1ccc(S(=O)(=O)N2CCOCC2)cc1
  -6, -1, 4, -19, 2, -18, -5, 13
> COc1cccc(NC(=O)N[C@@H](Cc2ccccc2)C(=O)O)c1
  1, 3, 14, 1, 0, 4, -2, -7
> Fc1ccccc1CSc1nnc(-c2cnccn2)n1Cc1ccco1
  8, -5, -4, 14, -1, -12, -8, -1

Every second line gives: SENP6 inh, SENP7 block, SENP8 block-1, UBC13 inh, SENP1 inh, SENP8 block-2, A3G deaminase, Apaf-1 inh
> C=CCc1ccccc1OCC(O)CNC1CCCC1 (stereo not drawn)
  9, 8, 14, -4, 4, -2, 7, 3
> OCCCn1c(CCCNc2nc(-c3cccc(Br)c3)cs2)nc2cc(Cl)c(N3CCCCC3)cc21
  -5, -2, 2, 4, -2, -5, -7, 13
> CC(=O)c1cc2c(cc1NC(=O)Cn1cnc3ccccc3c1=O)OCO2
  -3, -4, i, 19, -1, -3, -4, -7
> CN(C)CCCN(Cc1ccccc1)C(=S)NCc1ccccc1
  9, -6, 1, 15, 0, -4, -21, -7
> Cc1oc(-c2ccc(Cl)cc2)nc1CN1CCCC(C(=O)NCCCN2CCCC2=O)C1 (stereo not drawn)
  7, -2, 9, -2, -1, -1, 0, 2
> CCCCC(=O)Nc1nnc(C)s1
  -13, -2, 18, 7, 1, -3, -8, -12
> Cc1ccc(S(=O)(=O)N2CCN(C(=O)c3ccccn3)CC2)c(C)c1
  -18, 13, 14, 4, 1, -5, 8, 3
> O=c1cc(C(F)(F)F)[nH]c(=O)n1C1CCCCC1
  7, 1, 16, 11, 3, 3, -6, -8
> Cc1ccc(OCc2nc(-c3cccnc3)no2)cc1C
  9, -2, 8, 2, 1, -12, 0, 16
> CC1(C)C2CC=C(/C=N/NC(=O)C(N)=O)C1C2 (stereo not drawn)
  -13, 15, 21, -6, 1, 0, -5, -18
> CCOc1ccc(C(=O)COC(=O)CN2C(=O)NC3(CCCCC3C)C2=O)cc1 (stereo not drawn)
  -17, -2, 5, -3, -1, -1, -10, 0
> Cc1cc(NC(=O)CSc2nc3ccccc3n2CC(C)C)no1
  -2, 0, 10, 6, 1, 0, -6, -4
> CCN(C(=O)COC(=O)CCCOc1ccccc1)c1c(N)n(Cc2ccccc2)c(=O)[nH]c1=O
  3, -15, 4, -4, -3, -9, -3, 3

Compound activity deposited in PubChem BioAssay by Sanford-Burnham Center for Chemical Genomics.
